Compound activity deposited in PubChem BioAssay by National Center for Advancing Translational Sciences (NCATS).
KCNH2 3.1 inh – blocks the human KCNH2 3.1 channel isoform; hit rate 0.95% among 340,000; activity change, % (tested at about 1.8 µM); U2OS KCNH2 3.1, thallium flux FluxOr; stronger effect = lower value; AID 720553;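 active = maximum activity change below -70%; inconclusive = maximum activity change from -70% to -50%; inactive = maximum activity change above -50%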;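 also: thallium influx rate constant from kinetic fluorescence after stimulation buffer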
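Thallium flux read-out: FluxOr dye with Red40 quencher in HBSS/HEPES, 45 min at RT. Rate constants from kinetic reads were normalized to positive and negative DMSO controls. Cells: U2OS virally expressing the 3.1 isoform.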
ELG1 repair inh – inhibitors of ELG1-dependent DNA repair in HEK293T cells; hit rate 2.3% among 330,000; HEK293T ELG1-luciferase reporter, luminescence, 16 h; DNA damage induced by 5-fluorouridine; Potency, µM (series often up to 46.1 µM), for the others: at the top dose activity change, negative = inhibition, most hits filed as inhibitors; AID 504467; active = well fitted inhibition curve with a large enough effect; inconclusive = small, poorly fitted or top-dose-only effect, or effect the other way; also: potency is read from the fitted curve at half-maximal effect; nearly all actives have a fitted effect of over 55% in size
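In this reporter screen, reduction of luminescence relative to DMSO vehicle indicated activity. Compounds and 5-fluorouridine were added together to 2,000 cells per well, incubated for 16 hr at 37 °C, then developed with ONE-Glo.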
* = called active by the depositor; ? = inconclusive. % is scaled to controls: 0 for no effect and ±100 for the full control effect.

SMILES	KCNH2 3.1 inh	ELG1 repair inh
FC(F)(F)c1cc(CCN2CCNC[C@@H]2CC2CCCCC2)cc(C(F)(F)F)c1	13	13%
O=C(NCC(=O)N1CCN(c2ncccn2)CC1)c1ccccc1OC(F)F	20	4%
Cc1ccc(NC(=O)COC(=O)C2CCC2)cc1S(=O)(=O)N1CCOCC1	-21	8%
CCCCN1C(=N)N([C@@H](CCC)CN2CCC[C@H]2CN2C(N)=NC[C@H]2C(C)C)C[C@H]1[C@H](C)CC	-2	2%
COc1ccc2sc(-c3ccc(N(C)C)cc3)c(C#Cc3cncn3C)c2c1	6	-11%
O=C(COC(=O)c1ccc(S(=O)(=O)N2CCOCC2)cc1)Nc1ccccc1OC(F)F	-14	?
O=C(C[C@H]1C/C=C\CC[C@@H](Cc2ccc(F)cc2)C(=O)OC[C@H]2CCCN2C1=O)N[C@H](CO)Cc1ccccc1	-2	23µM*
CC(C)(C)OC(=O)NCc1ccc(NC(=O)c2nc[nH]c2C(=O)NCCNC(=O)c2[nH]cnc2C(=O)Nc2ccc(CNC(=O)OC(C)(C)C)cc2)cc1	23	1.3µM*
COc1cc(SC)ccc1C(=O)OCC(=O)N1CC(=O)Nc2ccccc21	-6	1%
CC(C)(C)[C@@H]1COC(=O)[C@@H](Cc2ccc(F)cc2)C/C=C\C[C@H](CC(=O)N(CCO)Cc2ccccc2)C(=O)N1	0	?
CC[C@]1(C(=O)OC)[C@H]2C(=O)N(Cc3ccccc3)C(=O)[C@H]2[C@H]2CN=C(SCc3ccc(C#N)cc3)N21	4	-20%
C[C@H](CO)N1C[C@H](C)[C@@H](CN(C)C(=O)Nc2ccc(C(F)(F)F)cc2)Oc2ccc(NC(=O)Nc3ccccc3)cc2C1=O	4	-3%
CC(=O)c1c(C)[nH]c(C(=O)Nc2cccc(S(=O)(=O)N3CCCC3)c2)c1C	6	?
CC1CCCCC12NC(=O)N(CC(=O)N1CCN(c3ccccc3)CC1)C2=O (configuration not stated)	-2	-2%
O=S(=O)(c1cccc(Cn2nnc(-c3ccccc3)n2)c1)N1CCOCC1	5	?
CN(C)C(=O)CCc1ccc2c3c([nH]c2c1)[C@]1(C)[C@@H](C(=O)N2CCCCC2)C[C@H](CC(=O)NCc2ccco2)C(=O)N1CC3	-2	14%
CN(c1ccccc1)S(=O)(=O)c1cccc(NC(=O)C2CCCO2)c1 (configuration not stated)	0	-9%
COc1ccc(-c2c(-c3cc(OC)cc(OC)c3)n(C)c3ccc(-c4ccc5cc[nH]c5c4)cc23)cc1	-2	24%
COc1ccc(-c2nc3cnccn3c2NC2CCCCC2)cc1-c1cccc(Cl)c1	-10	?
CC(C)(C)OC(=O)C[C@@H]1C/C=C\C[C@H](CC(=O)N(CCO)Cc2ccccc2)C(=O)N[C@H](C(C)(C)C)COC1=O	-2	?
O=C(NC1CCCC(C(F)(F)F)C1)c1ccc([N+](=O)[O-])o1 (configuration not stated)	11	-21%
COc1cc(C2=CN(Cc3ccccc3)CCC2=O)cc(OC)c1OC	5	?
COc1cccc2sc3cc(C#CC4(O)CCCCC4)ccc3c(=O)c12	-10	?
COc1cc(OC)cc(-c2c(-c3ccc(F)cc3)c3cc(-c4ccc(OC)nc4)ccc3n2C)c1	4	-1%
C[C@H]1COC(=O)CC/C=C\C[C@H](CC(=O)N(CCO)Cc2ccccc2)C(=O)N1	8	28%

Next records follow:
SMILES	KCNH2 3.1 inh	ELG1 repair inh
CC(=O)c1ccc(OCCCC(=O)Nc2cccc(S(=O)(=O)N3CCCCCC3)c2)cc1	-4	?
Cc1cc(=O)[nH]c(SCC(=O)N2CCN(C(=O)c3ccco3)CC2)n1	3	0%
CCCCCCN(C(=O)CCCN1C(=O)NC(c2ccc(-c3ccccc3)cc2)C(C(=O)OCc2ccccc2)=C1C)C(C)C(=O)NCCCC (configuration not stated)	-18	?
CCN(CC)S(=O)(=O)c1ccc(C(=O)NNC(=O)C2COc3ccccc3O2)cc1 (configuration not stated)	16	-16%
Cc1nnc(SCC(=O)NCCC2=CCCCC2)[nH]c1=O	-19	?
CN(C(=O)COC(=O)CCC(=O)c1ccc(F)cc1)C1CCCCC1	-17	22%
NC(=O)c1ccc(NC(=O)CN2C(=O)NC3(CCCCCCC3)C2=O)cc1	4	16%
Cc1ccc(C)c(NC(=O)CN(C)C(=O)c2cc3ccccc3oc2=O)c1	-1	?
Cc1ccc(CNC(=O)C2CSC3(C)CCC(=O)N23)cc1 (configuration not stated)	5	-3%
CCc1cccc2c(C(=O)COC(=O)[C@@H]3CC(O)CN3S(=O)(=O)c3ccccc3[N+](=O)[O-])c[nH]c12 (some centres not stated)	-5	?
Cc1ccc(C(=O)NNCC(=O)Nc2ccc(Cl)cc2F)cc1	-4	17%
Cc1cc(C)c(C#N)c(SCC(=O)Nc2c(C)n(C)n(-c3ccccc3)c2=O)n1	-21	-3%
Cc1cc(C)c(C)c(S(=O)(=O)Nc2ccccc2N2CCOCC2)c1C	-4	0%
O=C(CNC(=O)c1ccccc1)NCC(c1ccco1)N1CCCC1 (configuration not stated)	-12	?
COc1ccc(C(CCN2CCOCC2)c2c(OC)cc(OC)c3ccc(=O)oc23)cc1 (configuration not stated)	0	?
CC[C@]12c3[nH]c4ccc(Cl)cc4c3CCN1C(=O)[C@@H](CC(=O)NCC13CC4CC(CC(C4)C1)C3)C[C@@H]2C(=O)N1CCN(C(=O)c2ccco2)CC1	-26	21µM*
N#CCCCc1cc2cc(F)ccc2cn1	11	?
CC[C@]12c3[nH]c4cc(-c5ccco5)ccc4c3CCN1C(=O)[C@@H](CC(=O)NCc1cccc(C(F)(F)F)c1)C[C@@H]2C(=O)N1CCN(C(=O)C2CC2)CC1	-7	?
O=C(CC(NC(=O)c1ccccc1)c1ccccc1)NCc1ccccc1 (configuration not stated)	15	?
Cc1ccc(S(=O)(=O)N(C)C)cc1NC(=O)C(C)OC(=O)C1CCCCC1 (configuration not stated)	15	-4%
O=C(COC(=O)c1ccccc1Br)NCC1CCCO1 (configuration not stated)	18	?
CC[C@@]1(C(=O)OC)N[C@H](CN(C)C(=O)NC(C)C)[C@@H]2C(=O)N(C)C(=O)[C@@H]21	2	6%
O=C(NCCCN1CCOCC1)c1cn(-c2ccccc2)nc1-c1ccc(Br)cc1	2	?
CN(CC(=O)OCC(=O)NC1CCCC1)S(=O)(=O)c1ccc(Cl)cc1	3	0%
CC(=O)Nc1ccc(C(=O)COC(=O)Cc2ccsc2)c(F)c1	11	16%

No new results follow: an excerpt of the list.
SMILES	KCNH2 3.1 inh	ELG1 repair inh
Cc1ccc(C(=O)NNCC(=O)Nc2ccc(Cl)cc2F)cc1	-4	17%
Cc1cc(C)c(C#N)c(SCC(=O)Nc2c(C)n(C)n(-c3ccccc3)c2=O)n1	-21	-3%
Cc1cc(C)c(C)c(S(=O)(=O)Nc2ccccc2N2CCOCC2)c1C	-4	0%
O=C(CNC(=O)c1ccccc1)NCC(c1ccco1)N1CCCC1 (configuration not stated)	-12	?
COc1ccc(C(CCN2CCOCC2)c2c(OC)cc(OC)c3ccc(=O)oc23)cc1 (configuration not stated)	0	?
CC[C@]12c3[nH]c4ccc(Cl)cc4c3CCN1C(=O)[C@@H](CC(=O)NCC13CC4CC(CC(C4)C1)C3)C[C@@H]2C(=O)N1CCN(C(=O)c2ccco2)CC1	-26	21µM*
N#CCCCc1cc2cc(F)ccc2cn1	11	?
CC[C@]12c3[nH]c4cc(-c5ccco5)ccc4c3CCN1C(=O)[C@@H](CC(=O)NCc1cccc(C(F)(F)F)c1)C[C@@H]2C(=O)N1CCN(C(=O)C2CC2)CC1	-7	?
O=C(CC(NC(=O)c1ccccc1)c1ccccc1)NCc1ccccc1 (configuration not stated)	15	?
Cc1ccc(S(=O)(=O)N(C)C)cc1NC(=O)C(C)OC(=O)C1CCCCC1 (configuration not stated)	15	-4%
O=C(COC(=O)c1ccccc1Br)NCC1CCCO1 (configuration not stated)	18	?
CC[C@@]1(C(=O)OC)N[C@H](CN(C)C(=O)NC(C)C)[C@@H]2C(=O)N(C)C(=O)[C@@H]21	2	6%
O=C(NCCCN1CCOCC1)c1cn(-c2ccccc2)nc1-c1ccc(Br)cc1	2	?
CN(CC(=O)OCC(=O)NC1CCCC1)S(=O)(=O)c1ccc(Cl)cc1	3	0%
CC(=O)Nc1ccc(C(=O)COC(=O)Cc2ccsc2)c(F)c1	11	16%

Returning to the listing; the 3 compounds before the break are reprinted first.
SMILES	KCNH2 3.1 inh	ELG1 repair inh
O=C(NCCCN1CCOCC1)c1cn(-c2ccccc2)nc1-c1ccc(Br)cc1	2	?
CN(CC(=O)OCC(=O)NC1CCCC1)S(=O)(=O)c1ccc(Cl)cc1	3	0%
CC(=O)Nc1ccc(C(=O)COC(=O)Cc2ccsc2)c(F)c1	11	16%
NS(=O)(=O)c1ccc(N2N=C(c3ccccc3)CC2c2cccc(Br)c2)cc1 (configuration not stated)	3	?
CN(c1ccc(OCC(=O)Nc2ccccc2C(=O)O)cc1)S(=O)(=O)c1ccc(Cl)cc1	16	18%
CC(Oc1cccnc1[N+](=O)[O-])C(=O)N1CCc2ccccc21 (configuration not stated)	4	-2%
COc1ccc(NC(=O)CN2C(=O)NC3(CCCCC3C)C2=O)cc1S(=O)(=O)N1CCOCC1 (configuration not stated)	7	13%
COc1cc(NC(=O)COC(=O)c2cc(S(=O)(=O)N3CCOCC3)ccc2F)cc(OC)c1	-4	-7%
CCC(C)Nc1nnc(SCC(=O)c2c(N)n(C3CC3)c(=O)[nH]c2=O)s1 (configuration not stated)	-9	8%
CC(C)(C)CNC(=O)c1cccc2c1C(=O)c1ccc(N3CCCC3)cc1S2(=O)=O	1	16µM*
O=C(O)CCC(=O)OCCc1cc2ccccc2c(=O)o1	8	?
CCCCCCC(NC(=O)Cc1ccc2ccccc2c1)C(=O)O (configuration not stated)	3	27%
CCN(C[C@H]1N[C@@](CC)(C(=O)OC)[C@H]2C(=O)N(C)C(=O)[C@@H]12)S(=O)(=O)c1ccc(C(C)(C)C)cc1	-20	-13%
COCc1ccc(-c2c(-c3ccsc3)oc(=O)c3cc(OC)c(OC)cc23)cc1	1	?
C#CCOCCOCCOCCNc1nc(N2CCN(C(=O)[C@H](CCCCN)n3cc([C@@H](N)CC(N)=O)nn3)CC2)nc(N2CCN(C(=O)[C@H](CCCCN)n3cc([C@@H](N)CC(N)=O)nn3)CC2)n1	-11	?
COC(=O)[C@]1(Cc2ccccc2)N[C@H](CN(C)C(=O)COc2ccccc2)[C@@H]2C(=O)N(C)C(=O)[C@@H]21	0	4%
Cc1cnc(NC(=O)C2CC(=O)N(c3ccc4c(c3)OCCO4)C2)s1 (configuration not stated)	-7	?
Cc1ccnc2nc(C(=O)OCC(=O)Nc3ccc4c(c3)OCCO4)nn12	14	?
Cc1nc(NC(=O)COC(=O)c2ccc(CO)cc2)c(Cl)cc1Cl	-2	14%
CC(C)(C)OC(=O)C[C@@H]1C/C=C\C[C@@H](CC(=O)N[C@@H](CO)Cc2ccccc2)C(=O)NC[C@@H](c2ccccc2)OC1=O	-5	7.3µM*
COc1ccc(C(=O)N[C@H](C(=O)NCCCSc2ccccc2)C(C)C)cc1	-11	?
CCN(C[C@H]1N[C@@](Cc2ccccc2)(C(=O)OC)[C@H]2C(=O)N(C)C(=O)[C@@H]12)S(=O)(=O)c1ccc(OC(F)(F)F)cc1	-11	21µM*
O=C(O)CCn1c(=O)oc2cc(S(=O)(=O)N3CCCC3)ccc21	-10	15%
C=CC[C@@H](CC(=O)N[C@@H](CO)Cc1ccccc1)C(=O)N[C@H](C)COC(=O)[C@@H](CC=C)Cc1ccc(F)cc1	-1	7%
O=C(COC(=O)c1ccccc1Br)NC(=O)NCc1ccccc1	-2	8%
COc1ccc(S(=O)(=O)N2CCN(c3cnccn3)CC2)cc1OC	-4	-14%
COc1ccccc1NCCC(=O)OCC(=O)Nc1ccccc1Cl	-210*	9%
COc1ccc(S(=O)(=O)N2CCN(CC(=O)NC(Cc3ccccc3)C(C)=O)CC2)cc1 (configuration not stated)	4	-1%

These rows are one share of the data (hit frequency here may not be typical).
